FLuc counter: qHTS profiling assay for firefly luciferase inhibitor/activator using purifed enzyme and Km concentrations of substrates (counterscreen for miR-21 project); Luciferin 4-monooxygenase (Photinus pyralis), P08659; purified FLuc, Km substrates, luminescence inhibition; Potency, µM (titrated, usually from 57.5 µM), inactives show at the highest dose activity change, negative = inhibition, usual class: inhibitors; hit rate 6.9% among 360,000; AID 588342, 2011;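 also: plate controls were vehicle for no effect and reference inhibitor for full effect; nearly all actives have a fitted effect of over 55% in size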
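Purified P. pyralis luciferase (10nM final) with 10uM D-luciferin and 10uM ATP (Km levels) in 50mM Tris acetate pH 7.5, 10mM Mg acetate, 0.01% Tween-20, 0.05% BSA; qHTS 6-point titration, ~60 µM downward; luminescence read.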
VP16 counter: VP16 counterscreen qHTS for inhibitors of ROR gamma transcriptional activity. Drosophila S2 Gal4-VP16 UAS-luciferase, luminescence, 20 h. hit rate 3.5% among 310,000. Potency, µM (highest dose often 53.6 µM), inactives show at the top dose activity, negative = inhibition, most hits filed as inhibitors;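 also: Gal4-VP16 expression switched on by copper sulfate through the metallothionein promoter; % is scaled to controls: 0 for no effect and ±100 for the full control effect; nearly all actives have a fitted effect of over 50% in size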
ELG1 genotox: qHTS screen for small molecules that induce genotoxicity in human embryonic kidney (HEK293T) cells expressing luciferase-tagged ELG1. HEK293T ELG1-luciferase reporter, luminescence, 16 h. Potency, µM (highest dose often 46 µM), for the others: top-dose activity change, positive = activation, hits mostly activators. hit rate 1.3% among 330,000; also: % of control where 0% means no effect; nearly all actives have a fitted effect of over 60% in size
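16 hr compound incubation (37 °C, 5% CO2) of HEK293T cells carrying luciferase-tagged ELG1; luciferase then measured by ONE-Glo luminescence after 30 min at RT.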
NPC1 promoter act: qHTS Assay for NPC1 Promoter Activators; hit rate 2.4% among 320,000; AID 485313, 2010; Huh7 NPC1 promoter luciferase reporter, 24 h; Potency, µM (doses to about 9.22 µM), for inactives: at the highest dose activation, hits mostly activators;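 also: % of control where 0% means no effect; nearly all actives have a fitted effect of over 60% in size; reporter is driven by a mutant NPC1 promoter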
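Luminescence from an NPC1 promoter-driven luciferase reporter in stably transfected Huh7 cells was measured after 24 h compound treatment at 37 °C, followed by 10 min ambient incubation with luciferase detection reagent.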
p53 reactivator: qHTS assay for re-activators of p53 using a Luc reporter; H1299 p53-A138V BP100-luciferase reporter, luminescence, 24 h; Potency, µM (series often up to 92.2 µM), without a hit: top-dose activity change, positive = activation, hits mostly activators; hit rate 0.063% among 320,000; also: % of control where 0% means no effect; nearly all actives have a fitted effect of over 45% in size
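H1299 (p53-null), stable ts p53-A138V + BP100-Luc; 1000 cells/well, Opti-MEM/10% FBS; cpd 4 pt, 1:5; 24 h, 37 deg C, 5% CO2; detection reagent 10 min RT; luminescence.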
RORgamma inh: qHTS for inhibitors of ROR gamma transcriptional activity | Nuclear receptor ROR-gamma (Mus musculus), P51450 | Drosophila S2 Gal4-RORgamma UAS-luciferase reporter, 20 h | Potency, µM (top dose mostly 53.6 µM), for the others: at the highest dose activity change, negative = inhibition, hits mostly inhibitors | hit rate 5.4% among 310,000 | AID 2551, 2010; also: % is scaled to controls: 0 for no effect and ±100 for the full control effect; nearly all actives have a fitted effect of over 60% in size
Target sequence (P51450 whole entry, looked up, the tested form may be a part): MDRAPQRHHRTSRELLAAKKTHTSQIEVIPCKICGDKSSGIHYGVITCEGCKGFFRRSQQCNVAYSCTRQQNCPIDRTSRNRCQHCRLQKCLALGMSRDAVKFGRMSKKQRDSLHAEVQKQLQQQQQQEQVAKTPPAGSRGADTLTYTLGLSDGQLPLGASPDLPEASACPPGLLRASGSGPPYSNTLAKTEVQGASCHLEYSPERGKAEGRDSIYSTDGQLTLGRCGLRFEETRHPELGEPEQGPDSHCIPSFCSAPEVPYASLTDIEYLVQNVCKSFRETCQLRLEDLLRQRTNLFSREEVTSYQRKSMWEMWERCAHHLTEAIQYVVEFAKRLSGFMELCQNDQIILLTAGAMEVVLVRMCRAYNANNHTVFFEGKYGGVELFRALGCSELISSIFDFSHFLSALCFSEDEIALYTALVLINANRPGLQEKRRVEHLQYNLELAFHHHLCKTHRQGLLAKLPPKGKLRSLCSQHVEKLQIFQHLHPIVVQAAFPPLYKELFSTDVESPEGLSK
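In this cell-based reporter format, copper sulfate (700 uM final) drives Gal4–ROR gamma fusion expression from a metallothionein promoter in Drosophila Schneider cells; compounds preincubated 1 hr, reporter read after 20 hr at ambient temperature.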
uPA generation: qHTS for Inhibitors of Cell Surface uPA Generation. Potency, µM (top dose mostly 38.3 µM), inactives show at the highest dose activity change, negative = inhibition, actives largely listed as inhibitors. AID 540303, 2011. hit rate 0.31% among 330,000. cell surface uPA generation assay, qHTS; active = well fitted inhibition curve with a large enough effect; inconclusive = small, poorly fitted or top-dose-only effect; inactive = no such curve, though single readings can be large or run the other way; tested in mouse RAW 264.7 cells; also: % is scaled to controls: 0 for no effect and ±100 for the full control effect; nearly all actives have a fitted effect of over 55% in size
MBNL1-CUG inh: qHTS Assay for Inhibitors of MBNL1-poly(CUG) RNA binding; Muscleblind-like protein 1 (Homo sapiens), Q9NR56; TR-FRET MBNL1-His/biotin-(CUG)12 binding, 665/545 ratio; Potency, µM (top dose mostly 57.5 µM), for inactives: top-dose activity change, negative = inhibition, most hits filed as inhibitors; hit rate 0.036% among 280,000; AID 2675, 2010; active = well fitted inhibition curve with a large enough effect in the signal ratio, with a control signal flat, not every such curve was filed as active; inconclusive = small, poorly fitted or top-dose-only effect, or effect the other way, or a change in a side signal; inactive = no such curve, though single readings can be large or run the other way; the % refers to the signal ratio; also: % is scaled to controls: 0 for no effect and ±100 for the full control effect
Target sequence (Q9NR56 whole entry, looked up): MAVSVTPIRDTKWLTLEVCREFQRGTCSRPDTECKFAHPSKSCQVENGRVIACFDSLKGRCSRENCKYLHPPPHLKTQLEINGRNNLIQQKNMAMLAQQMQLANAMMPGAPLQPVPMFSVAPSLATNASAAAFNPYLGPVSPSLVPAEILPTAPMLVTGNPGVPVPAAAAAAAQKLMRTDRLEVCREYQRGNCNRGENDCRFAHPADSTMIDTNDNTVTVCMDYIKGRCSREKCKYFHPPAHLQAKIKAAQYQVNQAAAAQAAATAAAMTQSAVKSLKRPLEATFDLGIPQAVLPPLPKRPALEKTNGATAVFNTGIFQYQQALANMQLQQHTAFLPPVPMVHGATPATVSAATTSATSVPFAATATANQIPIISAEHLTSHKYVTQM
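MBNL1-His + Biotin-(CUG)12, cpd titration 92 nM–58 uM; Tb anti-His Ab 0.055 ng/ul, SA-XL665 5 nM (final); 60 min RT; ratiometric 665/545 nm, Ex 340 nm; normalized to buffer and full-complex controls.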
Rab9 prom act: qHTS Assay for Rab9 Promoter Activators. Huh7 Rab9 promoter-luciferase reporter, luminescence, 24 h. Potency, µM (doses to about 9.22 µM), for inactives: at the top dose activation, negative = inhibition, hits mostly activators. hit rate 2.8% among 320,000. AID 485297, 2010; also: % of control where 0% means no effect; nearly all actives have a fitted effect of over 60% in size
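Promoter activation is measured as luciferase luminescence in Huh7 cells stably transfected with a Rab9 promoter–luciferase construct, following 24 h compound exposure at 37 °C and 10 min reagent incubation at ambient temperature.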
BRCA1 expr up: qHTS Assay to Identify Small Molecule Activators of BRCA1 Expression | MCF7-BRCA1-FFLuc reporter, luminescence, 48 h; response scale: scaled: vehicle 0%, 10 µM genistein 100% | Potency, µM (titrated, usually from 46.1 µM), without a hit: top-dose activation, hits mostly activators | hit rate 1.1% among 380,000 | AID 624202, 2012; also: nearly all actives have a fitted effect of over 80% in size; some results filed as inactive show a strong effect at the top dose
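Using MCF7 cells harboring a BRCA1 firefly luciferase reporter, plated 2 h before compound pinning, the screen measured luminescence after 48 h incubation. Responses were normalized to DMSO and 10 microM genistein, then fitted for concentration-effect.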
The depositor's hits bear a star; ? = inconclusive; . = not tested or not shown; & = joins results of further samples; [ ] = dose if it differs, or a comment. Unless noted, calls follow the shape of the dose curve; as a rule, active = well fitted curve in the direction sought with a large enough effect; inconclusive = small, poorly fitted or top-dose-only effect, or another doubt; inactive = no such curve, though single readings can be large; an effect the other way counts as inactive or inconclusive. Potency is read from the fitted curve at half-maximal effect.

SMILES | FLuc counter | VP16 counter | ELG1 genotox | NPC1 promoter act | p53 reactivator | RORgamma inh | uPA generation | MBNL1-CUG inh | Rab9 prom act | BRCA1 expr up
CCOC(=O)/C(=N/Nc1ccc(Cl)cc1)Sc1nnnn1-c1ccc(C)cc1 | 4% | ? | -3% | 3% | -7% | 6.3µM* | 8% | -20% | -1% | -1%
Oc1ccccc1/C=C/c1noc(-c2ccccc2O)n1 | 1.9µM* | ? | 5.8µM* | ? | 12% | -53% | 5% | -5% | 14% | -38%
Cc1sc2nc(C3CC3)nc(NCCNS(C)(=O)=O)c2c1C | ? | -1% | 3% | -2% | -7% | 9%[10 µM] | -2% | 1% | -8% | -12%
CCOC(=O)N1CCN(C(=O)C(=O)NNC(=O)COc2ccc(Cl)cc2)CC1 | -3% | -3% | 0% | -3% | -3% | 28% | 1% | -15% | 2% | -7%
S=C(NC1CCCC1)N1CCOCC1 | 0% | 9% | -2% | -3% | 1% | -16% | -4% | -4% | 11% | 9%
O=C(COC(=O)C12CC3CC(CC(C3)C1)C2)Nc1ccc(OC(F)F)cc1 | -21% | -9% | 1% | -1% | -3% | 35% | 1% | 6% | -5% | 1%[1.84 µM]
CCC(=O)N1CCc2cc(S(=O)(=O)CCC(=O)NCc3ccc(C)cc3)ccc21 | -1%&-9% | -2% | -3% | 0% | -3% | -3% | -25% | 1% | -1% | 5%&10%
COC(=O)c1c(NC(=O)c2cccs2)sc2c1CCCC2 | ? | -1% | 3% | ? | 11% | -22% | -6% | -16% | 14% | -22%
COc1ccc(Cc2n[nH]c(=S)n2NC(=O)Nc2ccc(C)cc2)cc1 | ? | -13% | 16% | 18% | 8% | 16% | 17% | 25µM* | 22% | 13µM*
COc1cccc(-c2ncc3ccccc3c2COC(=O)c2ccc(C(F)(F)F)cc2)c1 | 4% | . | 2% | -1% | 3% | . | 4% | . | -3% | -8%
O=C(Cn1ncc2c1-c1ccccc1OC2)N1CCN(c2ccccn2)CC1 | -1% | 2% | 0% | 2% | -11% | 4% | -6% | 1% | -4% | -2%
Cc1cc(Cl)cc(C)c1OCCCCCn1ccnc1 | 0% | 18µM* | 13% | 0% | -69%[inhibitor] | ? | 0% | 5% | -3% | -22%
Cc1ccc(-c2nn(-c3ccccn3)c(=O)c3ccccc23)cc1C | -3% | -3% | 7% | -1% | -6% | -35% | ? | . | -10% | -37%
CCCC(c1nnnn1Cc1ccc(OC)cc1)N1CCN(c2ccccc2)CC1 (stereo not given) | 1% | 8% | -15% | -1% | 2% | 19% | -5% | 3% | 0% | -40%
Oc1ccccc1-c1nc(NCc2ccco2)c2ccccc2n1 | 1%[2.3 µM] | -10% | 0% | 0% | 10% | -27% | -8% | 9% | 1% | -19%
Cc1cccc(NS(=O)(=O)c2ccc3[nH]c(=O)[nH]c3c2)c1C | 0%&5% | 5% | 0% | -3% | -2% | -4% | 1% | 0% | 0% | -32%
Cc1ccccc1S(=O)(=O)c1c(C)cc(C)n(C(C)C)c1=O | -1% | -4% | -6% | -1% | -18% | 11% | 2% | -13% | 3% | 0%
CC(=O)c1cccc(NC(=S)NCc2ccco2)c1 | 3% | 1% | -5% | -2% | 0% | -4% | 19% | -1% | 1% | -6%
CC(C)Cc1nnc(NC(=O)CCc2ccccc2)s1 | -16% | 13% | -4% | 2% | 10% | 2% | 3% | -4% | 4% | 33%
CC(C)c1nc(-c2ccc([N+](=O)[O-])cc2)cs1 | 17µM* | 1% | 8% | 11% | ? | ? | -6% | ? | 20% | 54%

Just p53 reactivator and BRCA1 expr up, for 3 of the compounds above:
molecule,p53 reactivator,BRCA1 expr up
Cc1cccc(NS(=O)(=O)c2ccc3[nH]c(=O)[nH]c3c2)c1C,-2%,-32%
Cc1ccccc1S(=O)(=O)c1c(C)cc(C)n(C(C)C)c1=O,-18%,0%
CC(=O)c1cccc(NC(=S)NCc2ccco2)c1,0%,-6%

Later entries:
SMILES | FLuc counter | VP16 counter | ELG1 genotox | NPC1 promoter act | p53 reactivator | RORgamma inh | uPA generation | MBNL1-CUG inh | Rab9 prom act | BRCA1 expr up
CCOC(=O)CSc1nnc(NC(=O)c2cccc([N+](=O)[O-])c2)s1 | 11µM* | -2% | -1% | 0% | 6% | -13% | -2% | 27% | -3% | -11%
O=C(NCCO)c1cc2c([nH]c3ccccc32)c(-c2ccccc2)n1 | -5% | -2% | -15% | 4% | -6% | -10% | -16% | 161%[activator] | 0% | -23%
CCC1(c2ccc(OC)cc2)NC(=O)N(CC(=O)c2ccc3c(c2)OCCO3)C1=O (stereo not given) | -15% | . | -2% | 0% | -7% | . | 1% | . | -2% | -23%
Cc1cc(NC(=O)CN2CCN(c3ncccn3)CC2)no1 | 3% | -5% | 2% | 1% | 8% | -7% | 9% | -8% | 3% | -5%
COc1ccc(N(CC(=O)NCc2ccc3c(c2)OCO3)S(=O)(=O)c2c(C)nn(C)c2C)cc1 | 1% | 1% | -6% | 1% | 0% | -20% | 1% | 3% | -3% | -2%
CN1C(=O)/C(=C\c2ccc(OC(=O)c3ccco3)cc2)SC1=S | -7% | -15% | 2% | -2% | 24% | -8% | -3% | 11% | -4% | -4%
Cc1ccccc1NC1=C(Cl)C(=O)OC1NC(=O)c1ccccc1 (stereo not given) | 6% | -5% | 7% | -2% | 4% | 37% | -13% | -1% | -4% | -13%
CN(C)S(=O)(=O)c1ccc(C(=O)OCC2COC(C)(C)O2)cc1 (stereo not given) | 0% | -8% | -5% | -5% | 6% | 23% | 4% | -4% | -2% | 0%
COC(=O)C(/C=N/OCc1ccc([N+](=O)[O-])cc1)NC(=O)c1ccccc1 (stereo not given) | -15% | 16% | 1% | 1% | 2% | 16% | 7% | ? | -4% | 8%
NNC(=O)Cn1c(-c2ccccc2)cc2ccccc21 | 1% | -8% | -1% | 3% | 18% | -24% | 1% | -9% | 4% | -16%
CCS(=O)(=O)NCCNc1ccc([N+](=O)[O-])cc1 | -2% | 5% | -3% | -4% | -2% | 6% | 0% | ? | -3% | 0%
COc1ccc(C(=O)N/C(=C\c2cn(C)c3ccccc23)C(=O)N2CCOCC2)cc1OC | 0% | -7% | 0% | 3% | -5% | -32% | 4% | -9% | -1% | 11%
CCN1C(=O)CSC1=Nc1ccc(Cl)c(Cl)c1 | 5% | -3% | -3% | -4% | . | 8% | -3% | -1% | -4% | -7%
CC(=O)CCc1ccc(OCCCCn2cncn2)cc1 | -8% | -11% | 9% | 5% | 30% | 15% | 0% | -9% | 2% | 34%
N#Cc1ccc(C(=O)Nc2cccc3cccnc23)c(F)c1 | 1% | -9% | 6% | -7% | -3% | -2% | -1% | -5% | -4% | 14%
COCCNC(=O)C(=O)NCC1OCCN1S(=O)(=O)c1cccs1 (stereo not given) | 1% | 1% | 1% | 2% | 0% | -22% | 1% | 1% | -3% | 4%
N#C/C(=C\c1cn(Cc2ccc(F)cc2)c2ccccc12)C(=O)NCc1ccco1 | -5% | 11µM* | 12% | -7% | 9% | ? | 0% | 0% | -5% | -10%
CCCc1cc(=O)n2[nH]c(C(F)(F)F)nc2n1 | -16% | -3% | 0% | -2% | 3% | 3% | -1% | -14% | 1% | 7%
O=C1c2ccccc2C(Nc2ccc(F)cc2F)N1CCN1CCOCC1 (stereo not given) | 4% | -1% | -1% | 2% | -6% | 13% | -4% | 1% | -1% | -17%
Cc1cnc(NC(=O)Cc2ccc(S(=O)(=O)N3CCOCC3)s2)s1 | . | . | 6% | . | 3% | . | -5% | . | . | 38%
CCOc1ccc(CNc2nnnn2C)cc1OC | 0% | 6% | -3% | -6% | . | -29% | 1% | -11% | -1% | -10%

Among those listed so far, these contain a cyano group.
SMILES | FLuc counter | VP16 counter | ELG1 genotox | NPC1 promoter act | p53 reactivator | RORgamma inh | uPA generation | MBNL1-CUG inh | Rab9 prom act | BRCA1 expr up
N#Cc1ccc(C(=O)Nc2cccc3cccnc23)c(F)c1 | 1% | -9% | 6% | -7% | -3% | -2% | -1% | -5% | -4% | 14%
N#C/C(=C\c1cn(Cc2ccc(F)cc2)c2ccccc12)C(=O)NCc1ccco1 | -5% | 11µM* | 12% | -7% | 9% | ? | 0% | 0% | -5% | -10%
